# Screening data deposited in PubChem BioAssay by The Scripps Research Institute Molecular Screening Center.
# M1 PAM: human M1 muscarinic receptor positive allosteric modulators, primary screen, CHO-K1 cells, Fluo-8 calcium fluorescence, 1536-well; CHO-K1 hM1, ACh EC20; 0% = ACh EC20, 100% = maximal ACh; AID 588819, 2011; Muscarinic acetylcholine receptor M1 (Homo sapiens), P11229; activation, % at 3 µM; hit rate 0.088% among 360,000; in the data active means activation above about 19%, passing the limit was not always enough
# Target sequence (P11229 whole entry, looked up): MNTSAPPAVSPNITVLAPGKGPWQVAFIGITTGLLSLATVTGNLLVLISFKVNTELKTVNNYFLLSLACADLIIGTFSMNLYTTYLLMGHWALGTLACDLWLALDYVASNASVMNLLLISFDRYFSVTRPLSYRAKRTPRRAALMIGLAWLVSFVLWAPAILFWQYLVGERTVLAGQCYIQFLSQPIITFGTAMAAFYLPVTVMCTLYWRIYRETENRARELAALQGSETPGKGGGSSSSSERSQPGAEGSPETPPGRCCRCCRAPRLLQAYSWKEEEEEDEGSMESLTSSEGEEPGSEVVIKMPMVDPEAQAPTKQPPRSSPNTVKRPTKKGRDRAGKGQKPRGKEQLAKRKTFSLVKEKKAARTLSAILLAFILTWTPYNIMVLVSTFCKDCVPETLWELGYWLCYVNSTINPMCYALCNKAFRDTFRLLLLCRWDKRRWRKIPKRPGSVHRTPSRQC
# CHO-K1 Ca PAM: nonselective calcium activators in parental CHO-K1 cells, primary screen, counter-screen for M1 PAM project, cell-based, Fluo-8 calcium fluorescence, full deck, 1536-well | ATP EC20; 0% at ATP EC20, 100% at ATP max | activation, % at 3 µM | hit rate 0.02% among 360,000;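 active means activation above the run cutoff, the mean activation of all test compounds plus 3 SD, cut at about 40% in these data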;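 further: peak over basal fluorescence ratio in a 140 s read after ATP addition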
# CHO-K1 Ca antag: M1 antagonist counterscreen hit in parental CHO-K1 cells; ATP-induced calcium, Fluo-8 fluorescence; inhibition, % at 3 µM; hit rate 0.6% among 360,000; AID 602250;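 active means inhibition above a per-plate cutoff, the plate's mean sample inhibition plus 3 SD, cut at about 24% in these data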;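 further: 0% = DMSO plus EC80 ATP and 100% = DMSO alone without ATP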
# CHO-K1 Ca ag: counter-screen for M1 agonists: effect in parental CHO-K1 cells | Fluo-8 calcium fluorescence; scaled to maximal ATP response, vehicle zero | activation, % at 3 µM | hit rate 0.48% among 360,000; in the data active means activation above about 15%;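 further: untransfected CHO-K1 host cells lacking M1 receptor as counterscreen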
# M1 ag: human M1 muscarinic receptor agonists, primary screen, Fluo-8 calcium fluorescence, CHO-K1 cells, HTS; Muscarinic acetylcholine receptor M1 (Homo sapiens), P11229; CHO-K1 hM1, agonist mode; 0% DMSO, 100% acetylcholine EC100; activation, % at 3 µM; hit rate 0.33% among 360,000;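 active means activation above the run's mean compound activation plus 3 SD, cut at about 16% in these data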;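 further: peak over basal fluorescence ratio within a 140 s kinetic read after compound addition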
# TAAR1 antag: human TAAR1 antagonists, primary screen, Fluo-8 calcium fluorescence, CHO RD-HGA16 cells; antagonist; AID 624466, 2012; inhibition, % at 3 µM; hit rate 1.5% among 360,000; Trace amine-associated receptor 1 (Homo sapiens), Q96RJ0;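 active means inhibition above a per-plate cutoff, the mean inhibition of test compounds on that plate plus 3 SD, cut at about 49% in these data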;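 further: 0% = DMSO plus EC80 beta-PEA response and 100% = DMSO alone without agonist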
# Target sequence (Q96RJ0 whole entry, looked up): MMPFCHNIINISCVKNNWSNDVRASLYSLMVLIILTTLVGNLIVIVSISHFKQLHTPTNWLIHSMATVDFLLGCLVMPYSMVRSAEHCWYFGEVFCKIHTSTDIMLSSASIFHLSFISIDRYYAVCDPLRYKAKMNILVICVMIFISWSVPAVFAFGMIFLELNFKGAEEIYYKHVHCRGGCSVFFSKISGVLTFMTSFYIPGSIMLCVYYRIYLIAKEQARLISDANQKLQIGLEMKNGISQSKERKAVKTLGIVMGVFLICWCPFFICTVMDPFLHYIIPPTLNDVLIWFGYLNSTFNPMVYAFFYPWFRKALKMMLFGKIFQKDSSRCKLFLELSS
#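 Test system: hTAAR1-expressing CHO RD-HGA16 cells, Gα16-coupled; Probe or stimulus: EC80 β-phenethylamine stimulus; Compound dosing: single nominal final test compound concentration of 3 µM; Timing: 140 s kinetic read after compound, 140 s after agonist; Signal: Fluo-8 calcium-sensitive fluorescence; Measure: % inhibition of agonist calcium response; Controls: DMSO and EC80 PEA controls.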
# CHO parental Ca: ATP-evoked calcium signal inhibitors, parental CHO, primary screen, counter-screen for OX1R antagonist project, cell-based, fluorescence, Fluo-8 calcium dye. parental CHO-K1, ATP-induced calcium, Fluo-8 fluorescence. inhibition, % at 5.6 µM. hit rate 0.63% among 330,000;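 active means inhibition above that plate's mean sample inhibition plus 3 SD, cut at about 26% in these data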;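 further: 0% = ATP-challenged DMSO wells and 100% = DMSO wells without ATP; some compounds past the cut are filed as inactive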
#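 Material – parental CHO cells · Reagent – ATP stimulus · Compound – single nominal dose of 5.6 µM per compound · Detection – Fluo-8 fluorescence · Read-out basis – percent inhibition of calcium signal · Controls – ATP-challenged DMSO wells low, unchallenged DMSO wells high · Repeats – no replicates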
# M1 antag: human M1 muscarinic receptor antagonists, primary screen, CHO-K1 cells, Fluo-8 calcium fluorescence, 1536-well; AID 588852, 2011; inhibition, % at 3 µM; hit rate 1.3% among 360,000; CHO-K1 hM1, ACh EC80 antagonist;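 active means percent inhibition above its own plate's cutoff, namely the mean of that plate's compound wells plus 3 SD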;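 further: peak over basal fluorescence ratio during 140 s after agonist addition; 0% = ACh EC80 plus DMSO and 100% = DMSO alone without agonist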
# TAAR1 agonist: human TAAR1 agonists, primary screen, Fluo-8 calcium fluorescence, CHO RD-HGA16 cells | vehicle wells 0%, saturating PEA agonist 100% | activation, % at 3 µM | hit rate 0.99% among 360,000;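 active means activation above the mean activation of all test compounds in the run plus 3 SD, cut at about 38% in these data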
#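 Test system: RD-HGA16 (CHO) cells co-expressing Gα16 and hTAAR1 / Benchmarks: DMSO vehicle as 0%, PEA at EC100 as 100% / Repeats: no replicates (n 1) / Measure: % activation from peak over basal fluorescence ratio, DMSO-to-PEA scaled / Timing: 17-24 h plating, Fluo-8 75 min 37 °C, 30 min RT / Technique: kinetic Fluo-8 calcium fluorescence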
# Starred values were filed as active, the others as inactive; . = no result given. An unsorted share of the library (roughly 4.4% active in at least one column).
# The first 3 compounds, ahead of the listing:
SMILES,M1 PAM,CHO-K1 Ca PAM,CHO-K1 Ca antag,CHO-K1 Ca ag,M1 ag,TAAR1 antag,CHO parental Ca,M1 antag,TAAR1 agonist
Cc1ccc(Sc2ncccc2/C=N/O)cc1,-5.0,0.7,-1.2,-0.9,-12.2,1.5,11.5,6.2,0.0
Cc1nnc(SCC(=O)Nc2cc(C(F)(F)F)ccc2N2CCOCC2)o1,7.3,15.8,-6.8,0.8,-3.1,-19.2,-3.3,-3.7,2.0
CC[n+]1c(-c2ccc(C)cc2)csc1Nc1c(C)n(C)n(-c2ccccc2)c1=O,-25.8,9.9,-1.1,1.8,-8.0,-28.4,-17.6,35.2*,0.9

# This part in full, from the start:
SMILES,M1 PAM,CHO-K1 Ca PAM,CHO-K1 Ca antag,CHO-K1 Ca ag,M1 ag,TAAR1 antag,CHO parental Ca,M1 antag,TAAR1 agonist
Cc1ccc(Sc2ncccc2/C=N/O)cc1,-5.0,0.7,-1.2,-0.9,-12.2,1.5,11.5,6.2,0.0
Cc1nnc(SCC(=O)Nc2cc(C(F)(F)F)ccc2N2CCOCC2)o1,7.3,15.8,-6.8,0.8,-3.1,-19.2,-3.3,-3.7,2.0
CC[n+]1c(-c2ccc(C)cc2)csc1Nc1c(C)n(C)n(-c2ccccc2)c1=O,-25.8,9.9,-1.1,1.8,-8.0,-28.4,-17.6,35.2*,0.9
CC(C)NC(=O)/C(C#N)=C/c1ccc2c(c1)OCCO2,8.1,12.6,-5.3,0.8,-2.6,6.6,-14.8,-4.1,2.9
CCCn1c(SCC(=O)Nc2cccc(C)n2)nnc1C(C)C,5.4,14.3,3.0,0.8,-3.5,9.7,-9.2,4.8,7.3
Cc1ccccc1-c1cnc(C(O)c2ccc(C(C)(C)C)cc2)[nH]1 (stereo not given),5.7,11.0,-8.2,0.9,-1.6,2.6,.,-14.5,1.8
CCOc1ccc(N(CC(=O)NCCSCc2ccc(C)cc2)S(C)(=O)=O)cc1,7.0,14.4,-3.9,0.6,-3.6,-5.5,-12.7,-22.3,4.5
Cc1ccc(/C=C/C(=O)Nc2nc3ccccc3[nH]2)cc1,1.4,7.4,1.8,-0.3,-4.3,-1.6,-7.5,-12.4,0.5
COCCN(C(=O)COC(=O)CCC1CCCC1)c1c(N)n(Cc2ccccc2)c(=O)[nH]c1=O,14.4,5.7,1.4,0.0,-1.4,-16.6,2.1,-12.4,0.9
N#Cc1ccccc1NC(=O)CN1CCN(c2ccccn2)CC1,3.5,2.5,-10.5,2.2,-6.6,-11.0,-18.2,-6.9,0.6
CCCN(CCC)c1nc2c(C)cccn2c(=O)c1/C=C1/SC(=S)N(Cc2ccco2)C1=O,-4.8,-6.4,-5.8,7.3,3.7,.,.,13.2,.
CC(=O)Nc1ccc(S(=O)(=O)Nc2ccc3nc(C)sc3c2)cc1,-5.9,9.6,-7.9,1.5,0.6,7.7,12.5,16.9,3.3
OCCn1cnc2c(SCc3ccccc3)ncnc21,9.3,16.8,-10.9,1.6,-0.5,7.2,.,-16.7,1.7
COc1ccccc1Nc1nc2nonc2nc1N1CCC(C)CC1,-6.1,-0.2,4.9,-0.4,-3.5,13.7,-13.3,-1.8,2.8
COc1ccc(C(=O)NC(C(=O)NCC(=O)Nc2c(C)cccc2C)C(C)C)cc1 (stereo not given),9.8,29.1,-13.2,0.2,-8.9,-24.3,-16.2,-10.5,1.1
COc1cc2c(cc1OC)CN(C(=O)COc1ccc(C)c(C)c1)CC2,10.2,18.5,-10.0,0.5,0.0,4.5,-23.2,-11.4,0.1
O=C(COc1ccccc1)Nc1c2c(nn1-c1ccccc1)CS(=O)(=O)C2,2.7,-16.1,6.0,1.8,-1.0,-9.8,-11.1,1.8,0.7
Cc1ccc(CC(NC(=O)c2ccccc2)C(=O)NCC(=O)O)cc1 (stereo not given),-5.7,-0.5,-7.3,0.3,-6.4,7.4,-11.0,9.6,2.0
O=C(CC(Nc1cccc(Cl)c1Cl)C(=O)OCC(=O)c1cccs1)c1ccccc1 (stereo not given),-6.5,2.5,8.4,4.0,-2.2,-0.5,-14.7,6.4,0.0
N#CCCN(Cc1cccnc1)C(=O)c1ccc(S(=O)(=O)N2CCOCC2)cc1,7.5,9.6,-4.7,0.1,-3.5,11.6,0.6,-11.1,11.9
Cc1cc2c(cc(C(=O)OCC(=O)NC3CCCCC3)n2C)o1,13.2,5.6,4.0,0.4,0.2,51.5*,.,-3.7,66.5*
Cc1c(C)c2ccc(OCC(=O)NCCN3CCOCC3)cc2oc1=O,4.3,8.2,-6.3,0.7,-4.0,-15.8,-21.5,0.6,11.9
CCOC1=NS(=O)(=O)c2ccccc21,1.6,7.9,-15.2,-0.2,-3.6,-11.0,5.1,-7.2,0.2
O=C(c1cccc(NS(=O)(=O)c2cccc(F)c2)c1)N1CCN(c2ccccc2)CC1,1.8,12.8,-13.6,3.6,-0.6,6.5,-23.3,0.5,10.7
COc1cc(C)ccc1OCC(=O)OCC(=O)c1cc(C)n(CC2CCCO2)c1C (stereo not given),1.9,0.1,-1.7,0.2,-0.2,-7.8,-13.8,-2.6,-0.1
Cc1ccn2c(/C=N/OCc3cccc(F)c3)c(-c3ccc(Cl)cc3)nc2c1,11.1,-8.1,12.8,0.0,1.9,-19.8,-22.2,-51.9,3.4
NC1=NN(c2ccccc2)C(=O)C1,8.1,23.3,-20.7,0.7,-2.1,-13.5,.,-24.3,3.2
COC(=O)c1cccc(NC(=O)c2cnccn2)c1,8.9,21.2,-9.8,0.9,-3.5,-5.3,.,-13.2,3.5
Cn1c(NCc2ccccc2)nc2c1c(=O)n(Cc1ccccc1)c(=O)n2C,0.5,12.6,-6.3,1.3,-6.1,7.4,-7.6,-3.9,8.2
NS(=O)(=O)c1ccc(-c2ccc(C=NC3CCS(=O)(=O)C3)o2)cc1 (stereo not given),-7.4,16.1,-8.5,0.8,-3.5,-1.0,-0.4,13.7,5.7
COc1ccc(-n2c(SCC(=O)Nc3cc(C)on3)nc3c(c2=O)SC(C)C3)cc1 (stereo not given),4.8,2.7,18.6,-0.3,-0.2,-28.1,.,-4.8,3.0
C=CCn1c(SCCNC(C)=O)nc2cc(-c3ccccc3)sc2c1=O,4.7,-0.5,-2.8,0.4,-7.0,-8.4,-24.7,-12.4,0.4
Cc1cc(S(=O)(=O)N2CCCC2)ccc1OCC(=O)NCc1ccccn1,-9.2,11.4,2.9,-0.3,-7.1,-0.7,-0.1,17.0,4.3
CN1CCN(C(=O)C2Cc3c(-c4cccc(F)c4)ccnc3O2)CC1 (stereo not given),0.4,3.4,-6.8,0.0,-3.0,-13.8,.,-3.9,0.5
COc1cc(/C=C/CNC[C@H]2O[C@@H](n3ccc(N)nc3=O)[C@H](O)[C@@H]2O)ccc1O,-9.1,12.7,1.3,0.4,-2.1,2.4,.,8.7,0.6
O=C(Nc1ccccc1Cl)c1ccc2c(=O)n3c(nc2c1)CCC3,2.2,15.8,-21.4,1.3,-1.5,-2.8,2.7,0.6,13.9
Cc1cccn2c(=O)c3cc(S(=O)(=O)c4ccc(F)cc4)c(=N)n(Cc4ccco4)c3nc12,13.5,22.8,-12.4,0.0,-5.7,7.6,-20.4,-19.2,2.3
CN(C)S(=O)(=O)c1ccc(C(=O)Nc2nnc(-c3ccco3)o2)cc1,9.7,22.4,-2.7,1.6,-4.2,-10.2,1.1,-4.4,0.7
CC(C)=CCCC1=CCC(/C=N/NC(N)=O)C(C)C1 (stereo not given),12.7,-7.0,-6.9,0.6,-1.0,-20.3,0.9,-11.3,-1.5
COc1ccc(S(N)(=O)=O)cc1C(=O)OCCCOc1ccc(F)cc1,3.5,2.0,10.8,18.3*,-2.1,13.8,2.9,-1.1,5.3
Cc1ccc(-c2cnc3ccccc3n2)cc1C,5.6,0.2,-4.7,0.1,-2.8,-15.2,-15.7,-10.9,5.8
CCOC(=O)CSC1=C(C#N)C(=O)NC(c2ccc(OC)c(OC)c2)S1 (stereo not given),12.0,-5.2,4.0,0.3,-2.5,11.7,0.9,-17.4,2.3
COC(=O)c1cc(NC(=O)c2c(-c3c(Cl)cccc3Cl)noc2C)ccc1N1CCOCC1,-0.7,-6.1,-10.0,2.1,-0.4,-4.3,-12.4,13.8,4.0
CC(=O)c1ccccc1OCCOc1ncnc2sccc12,7.0,-12.8,-9.6,4.3,-3.6,16.2,-16.6,1.1,3.2
Cc1cc(C(=O)Nc2ncn[nH]2)ccc1[N+](=O)[O-],2.2,1.1,-12.0,0.3,-3.2,-18.3,-1.4,4.1,3.2
CSc1nc2c(c(=O)[nH]c(=O)n2C)n1Cc1ccccc1Cl,-5.3,-14.1,-0.5,-0.1,-2.4,-10.2,-12.3,6.3,2.3
CCCc1ccc(NS(=O)(=O)c2c(C)oc(C)c2C(=O)OC)cc1,-3.5,23.9,-20.7,0.6,-7.3,9.3,-18.8,1.0,3.1
COc1cc(C2C(C(=O)C(C)(C)C)=C(O)C(=O)N2Cc2ccccc2)ccc1O (stereo not given),12.0,-13.7,7.1,-0.3,1.2,-8.8,-16.9,-18.8,-0.2
FC(F)(F)c1ccccc1Cc1c(-c2ccco2)nc2ccc(Cl)cn12,12.0,6.4,-16.2,0.9,0.3,-15.1,.,-41.3,-1.0
Cc1ccc(C2=NC(C(F)(F)F)(C(F)(F)F)c3c(n(-c4ccc(F)cc4)c(=O)[nH]c3=O)N2)cc1,1.8,18.2,0.2,6.7,-1.5,5.5,-6.8,-0.4,5.4
# (next part)
SMILES,M1 PAM,CHO-K1 Ca PAM,CHO-K1 Ca antag,CHO-K1 Ca ag,M1 ag,TAAR1 antag,CHO parental Ca,M1 antag,TAAR1 agonist
O=C(COc1ccccc1)OCC(=O)c1ccc(O)cc1O,15.5,-5.5,-0.4,1.8,3.4,19.4,2.2,-19.2,-0.1
Cc1ccc(S(=O)(=O)N2CCN(C(=O)CN3CCOCC3)C2c2ccccc2)cc1 (stereo not given),2.2,7.0,3.9,4.5,0.8,25.9,-15.2,1.7,13.4
COc1ccc2c(c1OC)C(=O)N1c3cccc(Cl)c3C(=O)OC21 (stereo not given),2.4,0.2,-11.1,0.3,0.4,16.8,-8.0,-24.4,6.3
O=C1NC(Cc2ccccc2)c2nc3ccc(Br)cc3c(=O)n2-c2cc3ccccc3cc21 (stereo not given),3.1,4.1,12.3,0.2,-4.7,-39.2,.,-4.6,0.5
